Screening data deposited in PubChem by National Center for Advancing Translational Sciences (NCATS).
EPAC2 ag: EPAC2 (human) agonism; Q8WZA2; EPAC2 activation, biochemical qHTS; response scale: 100% = 6.5 mM cAMP response; Potency, µM (top dose mostly 154 µM), for the others: at the top dose activation, actives largely listed as activators; 360,000 compounds, 0.079% hits; AID 720711; also: potency is read from the fitted curve at half-maximal effect; nearly all actives have a fitted effect of over 50% in size
Target sequence (Q8WZA2 whole entry, looked up): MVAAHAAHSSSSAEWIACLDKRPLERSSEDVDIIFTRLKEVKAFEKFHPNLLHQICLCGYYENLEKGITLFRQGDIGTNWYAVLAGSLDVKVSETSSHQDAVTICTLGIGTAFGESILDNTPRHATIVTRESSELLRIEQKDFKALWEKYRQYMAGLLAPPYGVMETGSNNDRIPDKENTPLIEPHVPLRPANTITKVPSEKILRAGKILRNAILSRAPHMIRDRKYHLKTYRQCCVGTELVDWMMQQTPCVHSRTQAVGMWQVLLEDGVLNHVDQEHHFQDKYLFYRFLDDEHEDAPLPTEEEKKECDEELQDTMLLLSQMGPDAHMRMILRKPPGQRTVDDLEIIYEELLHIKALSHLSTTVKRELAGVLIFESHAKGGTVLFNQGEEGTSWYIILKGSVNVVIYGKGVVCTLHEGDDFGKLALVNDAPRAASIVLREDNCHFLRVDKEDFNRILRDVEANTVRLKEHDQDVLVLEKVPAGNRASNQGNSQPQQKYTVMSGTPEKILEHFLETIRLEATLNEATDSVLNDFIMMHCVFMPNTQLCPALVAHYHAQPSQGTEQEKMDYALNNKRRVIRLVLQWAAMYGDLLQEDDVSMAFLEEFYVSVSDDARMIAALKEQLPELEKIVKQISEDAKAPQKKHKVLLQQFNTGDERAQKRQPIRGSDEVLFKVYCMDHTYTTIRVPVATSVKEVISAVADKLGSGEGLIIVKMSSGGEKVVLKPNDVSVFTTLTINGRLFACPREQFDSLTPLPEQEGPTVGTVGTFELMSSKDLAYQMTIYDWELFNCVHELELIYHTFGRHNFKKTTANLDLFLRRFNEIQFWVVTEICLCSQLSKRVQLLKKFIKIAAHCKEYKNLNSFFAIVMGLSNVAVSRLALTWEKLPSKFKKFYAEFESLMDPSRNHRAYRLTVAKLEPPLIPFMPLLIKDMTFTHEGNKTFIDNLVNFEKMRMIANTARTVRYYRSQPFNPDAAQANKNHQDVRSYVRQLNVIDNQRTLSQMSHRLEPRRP
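Guanine nucleotide exchange by EPAC2 is measured as reduced fluorescence of BODIPY-GDP once it is released from 250 nM Rap1B. Plates are read kinetically for 30 min at room temperature; results are scaled to 6.5 mM cAMP.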
HepG2 viability: kills HepG2 cells in TGF-b inhibitor counter-screen; HepG2 CAGA-GFP viability, ATP luminescence, 18 h; Potency, µM (series often up to 46.1 µM), inactives show top-dose activity change, negative = cytotoxicity, hits mostly cytotoxic; 410,000 compounds, 0.76% hits; AID 588856; also: potency is read from the fitted curve at half-maximal effect; some results filed as inactive show a strong effect at the top dose
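HepG2 CAGA-GFP cells (1000/well, DMEM with 1% FBS) received compound, then TGF-beta at 500 pg/mL final, and were incubated 18 hours at 37 degrees C. Viability was read by CellTiter-Glo luminescence. Media-only wells were set as complete cell-killing and DMSO as no toxicity.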
S2 tox: reduces viability in counter-screen for ATXN expression inhibitors. Potency, µM (titrated, usually from 56.7 µM), hits mostly cytotoxic. 400,000 compounds, 0.49% hits. S2 cells (HEK-293 line with an ATXN2-luciferase reporter) viability, CellTiter-Fluor protease fluorescence, 24 h; also: potency is read from the fitted curve at half-maximal effect; nearly all actives have a fitted effect of over 40% in size
IL-2 act: activates IL-2 in a cell-based reporter assay; activation, % (series mostly up to about 46 µM); IL-2 activation reporter assay, cell-based qHTS; stimulated with anti-CD3/CD4/CD28 beads; in transgenic mouse T cells; 360,000 compounds, 0.065% hits; in the data active = activation above about 50%; inconclusive = mostly about 30% to 49%; also: 0% is about no effect
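Readout: EGFP and DsRed signals by fluorescent plate cytometry. Unstimulated transgenic mouse T cells received compound 60 min before antibody-bead stimulation, then incubated 18 h at 37 degrees C.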
Nrf2 block: inhibitors of Nrf2 signaling. Potency, µM (top dose mostly 46 µM), for the others: top-dose activity change, negative = inhibition, actives largely listed as inhibitors. AID 504444. A549 ARE-Fluc reporter, luciferase luminescence, 18-24 h. 360,000 compounds, 2.1% hits; also: potency is read from the fitted curve at half-maximal effect; % is scaled to controls: 0 for no effect and ±100 for the full control effect; nearly all actives have a fitted effect of over 60% in size
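Concentration-response testing used A549 ARE_Fluc cells at 5000 cells/well. Following an 18-24 h compound incubation, viability was read by fluorescence (Ex 405/Em 525) and luciferase output by luminescence.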
ATXN2 expr inh: inhibitors of ATXN2 expression; HEK-293 ATXN2-luciferase reporter, luminescence, 24 h; Potency, µM (titrated, usually from 57 µM), without a hit: at the highest dose activity change, negative = inhibition, actives largely listed as inhibitors; 360,000 compounds, 0.72% hits; AID 1745845; also: potency is read from the fitted curve at half-maximal effect; % is scaled to controls: 0 for no effect and ±100 for the full control effect; nearly all actives have a fitted effect of over 55% in size
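ATXN2-luciferase reporter cells (luciferase flanked by upstream and downstream ATXN2 gene portions) were treated 24 h at 37 °C with compounds at up to 57 uM. SteadyGlo luminescence gave expression; GF-AFC fluorescence gave viability.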
Nrf2 ARE act: activates Nrf2 signaling; Potency, µM (highest dose often 46.1 µM), without a hit: top-dose activation, actives largely listed as activators; 410,000 compounds, 0.31% hits; AREc32 ARE-luciferase reporter (MCF7-derived line), luminescence, 24 h; also: potency is read from the fitted curve at half-maximal effect; % of control where 0% means no effect; nearly all actives have a fitted effect of over 65% in size
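For detection, Steady-Glo was added and plates sat 30 min at RT; before that, AREc32_Fluc cells grown overnight in OPTI-MEM/5% FBS had been treated with 23 nL compound for 24 hr at 37 deg C.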
TGFb SMAD3 inh: inhibitors of TGF-b signaling | HepG2 CAGA-GFP TGF-b/SMAD3 reporter, GFP fluorescence, 18 h; TGF-beta stimulated, 500 pg/mL final | Potency, µM (titrated, usually from 46.1 µM), for inactives: top-dose activity, negative = inhibition, hits mostly inhibitors | 410,000 compounds, 1.2% hits | AID 588855; also: potency is read from the fitted curve at half-maximal effect; % is scaled to controls: 0 for no effect and ±100 for the full control effect; nearly all actives have a fitted effect of over 65% in size
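Read-out: total well GFP (ex488/em500-530) summed from mean per-cell fluorescence. Cells: HEPG2 CAGA-GFP, 1% FBS DMEM, 18 h at 37 degrees C with 500 pg/mL final TGF-beta. Unstimulated wells served as the full-inhibition control; stimulated DMSO wells = 0%.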
A549 tox: A549 cytotoxicity, counter-screen for Nrf2 inhibitors; A549 ARE-Fluc cells, CellTiter-Fluor viability, 18-24 h; Potency, µM (highest dose often 46 µM), for inactives: top-dose activity change, negative = cytotoxicity, hits mostly inhibitors; 390,000 compounds, 0.16% hits; AID 504648; also: potency is read from the fitted curve at half-maximal effect; % is scaled to controls: 0 for no effect and ±100 for the full control effect
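A549 ARE_Fluc cells in 5% FBS OPTI-MEM were exposed to compounds in concentration-response for 18-24 h at 37 deg C. Viability was read by CellTiter-Fluor fluorescence (Ex 405/Em 525) after 30 min, before the luciferase read.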
Starred values were filed as active, the others as inactive; i = inactive; ? = inconclusive; nt = no result given; & = joins results of further samples; [ ] = another dose, or the depositor's remark. Unless noted, calls follow the shape of the dose curve; as a rule, active = well fitted curve in the direction sought with a large enough effect; inconclusive = small, poorly fitted or top-dose-only effect, or another doubt; inactive = no such curve, though single readings can be large; an effect the other way counts as inactive or inconclusive.

SMILES | EPAC2 ag | HepG2 viability | S2 tox | IL-2 act | Nrf2 block | ATXN2 expr inh | Nrf2 ARE act | TGFb SMAD3 inh | A549 tox
CC(C)c1ccc(NC(c2nnc(-c3ccccc3)o2)c2ccc(F)cc2Cl)cc1 (centres undefined) | nt | -12% | i | nt | -7% | -6% | 0.4% | 1% | -3%
O=C(N/N=C/c1cccs1)c1ccc(-n2cccc2)cc1 | 7% | -7% | i | -4.2 | ? | 0% | 3.0% | 9% | 8%
O=C1C(=O)c2c(ccc3ccccc23)-c2ccccc21 | 4% | -4% | 5µM* | -0.7 | 3% | 3.2µM* | -2.1% | ? | -2%
CCc1noc(C)c1C(=O)Nc1nc(-c2cccs2)cs1 | 6% | 1% | i | -2.3 | ? | 32% | ? | -3% | -1%
Cc1c2cnn(CC(=O)NCCCN3CCCCC3C)c(=O)c2c(C)n1Cc1ccccc1 (centres undefined) | 5% | 1% | i | -0.4 | 13% | -8% | -1.3% | -2% | 4%
CN(CC(=O)NCc1cccs1)CC(=O)Nc1ccc(F)c(F)c1F | -3% | -5% | i | 2.8 | -4% | -2% | 0.0% | 0% | -4%
CCOC(=O)c1[nH]c(C)c(C(=O)NC(CC)Cc2ccccc2)c1C (centres undefined) | nt | 1% | i | nt | -28% | 1% | -0.6% | -6% | -3%
O=C(c1cc(COc2c(F)cccc2F)on1)N1CCN(C2CCCCC2)C(=O)C1 | 0% | -12% | i | -2.1 | -2% | -4% | -0.4% | -18% | 5%
Cc1ccc(S(=O)(=O)N(C)CCCC(=O)Nc2ccncc2)cc1 | 4% | -18% | i | -4.9 | 9.2µM* | -17% | -0.6% | -21% | -6%
CC1CCCN(S(=O)(=O)c2cc3c4c(c2)CC(=O)N4CCC3)C1 (centres undefined) | nt | -13% | nt | nt | nt | nt | -0.2% | -28% | -12%
COc1cccc(-c2nc(-c3ccc(Br)o3)no2)c1 | -1% | -36%&-46% | i | 0.2 | ? | 48%&65%[activator] | ? | ? | 1%&6%
COc1cc(OC)c(OC)cc1/C=N/NC(=O)c1ccc(=O)n(C)c1 | -4% | -13% | i | -0.3 | -8% | 10% | 2.7% | -7% | -3%
O=C(Nc1cccc(OCc2cc(=O)n3c4c(sc3n2)CCCC4)c1)c1ccc(F)cc1 | nt | -13% | i | nt | 6% | -3% | -0.9% | -27% | -3%
CNC(=O)CSc1nc2ccccc2c(=O)n1-c1cc(OC)ccc1OC | 1% | -1% | ? | 0.0 | 12% | nt | 2.4% | -6% | 3%
CC(C)Cn1c(N)c(C(=O)COC(=O)c2ccc(F)cc2)c(=O)n(C)c1=O | 3% | 0% | i | 0.2 | -5% | -6% | 0.4% | 5% | -1%
O=C(O)c1cn(-c2ccc(F)c(F)c2)c2c(F)c(F)c(F)c(F)c2c1=O | -1% | 2% | i | -1.1 | ? | ? | ? | 2% | -14%
CN(CCCNC(=O)Cn1ncc2c([nH]c3ccccc32)c1=O)Cc1ccccc1 | nt | -37% | i | nt | 3% | -3% | 3.0% | -22% | 6%
O=C(CNc1ccc(Br)cc1)Nc1cccc(S(=O)(=O)N2CCCC2)c1 | 4% | -27% | i | 0.1 | 21µM* | -5% | -0.3% | -15% | ?
Cc1ccc(-c2ccc(/C=N/NC(=O)CN3CCOCC3)o2)cc1[N+](=O)[O-] | 5% | -3% | i | -0.8 | 7% | 4% | 12% | -13% | 3%
COC(=O)C1=C(C)NC(=O)CC1c1ccc(C(=O)OC)cc1 (centres undefined) | 1% | -5% | i | 0.5 | -9% | -9% | 0.5% | 4% | -5%

Ordered by SMILES length (smallest number first): part of the list above
SMILES | EPAC2 ag | HepG2 viability | S2 tox | IL-2 act | Nrf2 block | ATXN2 expr inh | Nrf2 ARE act | TGFb SMAD3 inh | A549 tox
CCc1noc(C)c1C(=O)Nc1nc(-c2cccs2)cs1 | 6% | 1% | i | -2.3 | ? | 32% | ? | -3% | -1%
O=C(N/N=C/c1cccs1)c1ccc(-n2cccc2)cc1 | 7% | -7% | i | -4.2 | ? | 0% | 3.0% | 9% | 8%
CCOC(=O)c1[nH]c(C)c(C(=O)NC(CC)Cc2ccccc2)c1C (centres undefined) | nt | 1% | i | nt | -28% | 1% | -0.6% | -6% | -3%
CN(CCCNC(=O)Cn1ncc2c([nH]c3ccccc32)c1=O)Cc1ccccc1 | nt | -37% | i | nt | 3% | -3% | 3.0% | -22% | 6%
O=C(c1cc(COc2c(F)cccc2F)on1)N1CCN(C2CCCCC2)C(=O)C1 | 0% | -12% | i | -2.1 | -2% | -4% | -0.4% | -18% | 5%

The list continues.
SMILES | EPAC2 ag | HepG2 viability | S2 tox | IL-2 act | Nrf2 block | ATXN2 expr inh | Nrf2 ARE act | TGFb SMAD3 inh | A549 tox
COc1ccc(Cl)cc1NC(=O)CSc1nc2c(oc3ccccc32)c(=O)n1Cc1ccco1 | nt | -11% | i | nt | 10% | -6% | 1.2% | ? | 2%
COc1ccc(-c2nc(CN3CCN(Cc4cccc(Cl)c4)CC3)c(C)o2)cc1 | 4% | -19% | nt | -0.2 | 5% | nt | 3.4% | -26% | -9%
Cc1ccc(C)n1-c1nccc(-c2ccco2)n1 | -3% | -26% | i | -2.7 | 16% | -2%[11.3 µM] | ? | -14% | 14%
COCc1cc(=O)[nH]c(/N=C(\N)Nc2ccc(Oc3ccccc3)cc2)n1 | 0% | -30% | ? | -0.6 | ? | 3% | 0.3% | -15% | 10%
O=C(CNC(=O)c1ccc(-c2ccccc2)cc1)Nc1cccc(CO)c1 | -5% | -17% | i | 0.2 | ? | 16% | 5.9% | -19% | 1%
O=C1C2C3c4ccccc4C(c4ccccc43)C2C(=O)N1Cc1ccco1 (centres undefined) | 8% | 3% | i | -0.2 | nt | -3% | 1.0% | -1% | 6%
COc1ccc(N=Nc2ccc(O)c3ncccc23)cc1 | -4% | -4% | ? | -0.6 | 12µM* | nt | ? | ? | ?
O=S(=O)(c1ccccc1)c1nnn2c1nc(NC1CCN(Cc3ccccc3)CC1)c1ccccc12 | 1% | -7% | i | 2.2 | ? | -17% | 0.1% | 10% | ?
O=C(NNS(=O)(=O)c1cc(Cl)cc(Cl)c1)c1sccc1-n1cccc1 | 1% | 7% | i | -0.1 | -8% | -3% | 0.1% | 1% | -3%
CCCn1c(SCC(=O)Nc2cc(S(=O)(=O)N3CCOCC3)ccc2OC)n[nH]c1=O | -7% | 1% | i | 1.7 | 22% | 9% | 0.7% | -3% | 6%
Cc1cc(C(=O)N2CCC2(C)C(=O)NCCC#N)nn1C (centres undefined) | 9% | 4% | i | 2.8 | nt | 3% | -0.4%[9.22 µM] | 1% | nt
O=C(NCc1ccncc1)C(=O)NCc1ccco1 | 5% | -20% | i | -0.5 | 4% | nt | 0.4% | -22% | 6%
CCCCCCCC[n+]1cccc(C(=O)N2c3c(nc(N)[nH]c3=O)NC(C)C2C)c1 (centres undefined) | -1% | 3% | i | 0.1 | 14% | 9% | -0.7% | -3% | 1%
CCOC(=O)CC(=O)CSc1ncnc2c1nnn2-c1ccc(F)cc1 | 3% | -35% | i | 0.4 | -23% | -14% | 0.7% | 10% | -6%
CCOC(=O)c1cc(C)nnc1C(=O)OCC | 1% | 7% | i | -1.6 | nt | nt | 0.4% | 24% | nt
Clc1ccc(-c2noc(-c3cccnc3N3CCN(c4ccccc4)CC3)n2)cc1 | nt | -12% | i | nt | 27% | 9% | 0.8% | -3% | ?
Cc1noc(C)c1COc1ccc(C(=O)OCC(=O)Nc2c(C)n(C)n(-c3ccccc3)c2=O)cc1 | 15% | 1% | i | -2.9 | 11% | nt | 0.1% | -6% | 4%
O=C1CNC(=O)/C1=C\N1CCCCC1 | 7% | 5% | i | -3.1 | 12% | 1% | -0.6% | 4% | -7%
Cc1cccc(Cn2nnc3c(=O)[nH]c(C4CCCN(C(=O)c5ccccc5Cl)C4)nc32)c1 (centres undefined) | nt | -6% | i | nt | -24% | -2% | 2.8% | -14% | -2%
COc1cccc2cc(/C(=N/O)c3ccccc3)oc12 | 23% | -38% | ? | 0.7 | 5% | nt | 4.4% | ? | -2%
Cc1c(Cl)cnc(NC(=O)COC(=O)CNC(=O)c2ccccc2)c1Cl | 5% | 4% | i | 1.4 | 0% | nt | 0.0% | 8% | 3%
CCc1ccccc1NC(=O)C1CCCN(c2ncnc3onc(-c4ccc(F)cc4)c23)C1 (centres undefined) | -10% | -5% | ? | 0.3 | 0% | nt | -0.3% | -1% | -6%

Whole records, quoted from the list.
COc1ccc(Cl)cc1NC(=O)CSc1nc2c(oc3ccccc32)c(=O)n1Cc1ccco1 as listed: EPAC2 ag = nt; HepG2 viability = -11%; S2 tox = i; IL-2 act = nt; Nrf2 block = 10%; ATXN2 expr inh = -6%; Nrf2 ARE act = 1.2%; TGFb SMAD3 inh = ?; A549 tox = 2%
CCCCCCCC[n+]1cccc(C(=O)N2c3c(nc(N)[nH]c3=O)NC(C)C2C)c1 (centres undefined) as listed: EPAC2 ag = -1%; HepG2 viability = 3%; S2 tox = i; IL-2 act = 0.1; Nrf2 block = 14%; ATXN2 expr inh = 9%; Nrf2 ARE act = -0.7%; TGFb SMAD3 inh = -3%; A549 tox = 1%
